# Source: PubChem (several laboratories)
# dFosB activator: mouse delta FosB homodimer activation; purified delta FosB, TAMRA-CDK5 oligo fluorescence polarization; percent of positive-control signal above neutral wells; 340,000 compounds, 0.99% hits; activation, % at 25 µM; AID 493131; P13346;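 active means mean activation above about 17%, with every replicate also reaching it, limit read from the data, passing the limit was not always enough; inconclusive means only one of the two conditions met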;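 further: fluorescence polarization rise as delta FosB binds a TAMRA Cdk5 AP-1 oligo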
# Target sequence (P13346 whole entry, looked up): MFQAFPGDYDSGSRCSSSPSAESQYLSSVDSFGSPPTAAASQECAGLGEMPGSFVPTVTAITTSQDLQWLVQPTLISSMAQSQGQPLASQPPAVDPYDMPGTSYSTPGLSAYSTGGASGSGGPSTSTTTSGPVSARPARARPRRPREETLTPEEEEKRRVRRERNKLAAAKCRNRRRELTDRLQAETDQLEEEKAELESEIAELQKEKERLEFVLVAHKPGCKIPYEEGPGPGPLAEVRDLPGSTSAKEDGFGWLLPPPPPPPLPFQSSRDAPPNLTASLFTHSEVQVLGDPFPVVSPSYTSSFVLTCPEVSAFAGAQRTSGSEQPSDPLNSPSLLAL
# Rtt109 Vps75: C. albicans Rtt109 histone acetyltransferase inhibition. inhibition, % at 34.9 µM. purified Rtt109/Vps75, ThioGlo CoA-SH fluorescence, 4 h. Q5AAJ8. 330,000 compounds, 0.16% hits. AID 540336;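 active means inhibition of at least 50% in every replicate; inconclusive means best replicate reaches 50% inhibition but some replicates fall short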
# Target sequence (Q5AAJ8 whole entry, looked up): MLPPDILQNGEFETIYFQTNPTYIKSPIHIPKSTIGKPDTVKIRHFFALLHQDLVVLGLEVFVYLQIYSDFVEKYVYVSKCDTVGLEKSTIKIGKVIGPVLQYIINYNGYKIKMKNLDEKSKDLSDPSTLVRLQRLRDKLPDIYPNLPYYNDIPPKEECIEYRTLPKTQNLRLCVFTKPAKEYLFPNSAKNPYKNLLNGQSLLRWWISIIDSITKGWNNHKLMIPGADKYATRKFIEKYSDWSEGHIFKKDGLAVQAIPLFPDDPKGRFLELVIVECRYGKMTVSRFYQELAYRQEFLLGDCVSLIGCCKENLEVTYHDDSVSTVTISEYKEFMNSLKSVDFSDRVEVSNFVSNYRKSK
# HTR5A ag: activates human HTR5A in OPRM1-OPRD1 agonist counter-screen; HTR5A agonist assay, luminescence, cell-based; activation, % at 9.3 µM; 340,000 compounds, 0.61% hits; in the data active means activation mostly above about 9.5%, no sharp cut-off; inactive means mostly below about 7.6%;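 further: 0% = cells with vehicle only and 100% = reference agonist; strong numbers were not always called active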
# Target sequence (P47898 whole entry, looked up): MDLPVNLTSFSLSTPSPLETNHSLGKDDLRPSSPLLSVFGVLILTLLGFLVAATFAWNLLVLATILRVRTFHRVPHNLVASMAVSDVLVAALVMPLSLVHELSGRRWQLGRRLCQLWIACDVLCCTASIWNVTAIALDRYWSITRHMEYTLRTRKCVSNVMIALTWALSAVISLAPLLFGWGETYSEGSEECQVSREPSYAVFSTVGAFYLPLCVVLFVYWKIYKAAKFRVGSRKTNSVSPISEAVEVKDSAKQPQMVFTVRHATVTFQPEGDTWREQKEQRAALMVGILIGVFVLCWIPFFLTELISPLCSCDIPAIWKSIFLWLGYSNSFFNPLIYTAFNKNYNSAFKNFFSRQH
# cardiac RTF act: cardiac RTF calcium sensitization. P19429+P45379. IANBD-labeled TnC RTF fluorescence at EC20 calcium; 0% EC20 calcium, 100% full calcium. activation, % at 7.2 µM. 340,000 compounds, 0.24% hits. AID 493008;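 active means activation above the mean over all tested compounds plus 3 SD, cut at about 30% in these data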;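 further: rise in fluorescence read as greater calcium sensitivity of cardiac thin filaments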
# SR-BI HDL uptake: inhibitors of mouse SR-BI mediated HDL lipid uptake. ldlA[mSR-BI] CHO cells, DiI-HDL uptake fluorescence, 3 h. Q61009. inhibition, % at 12.5 µM. 320,000 compounds, 0.96% hits. AID 488896;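 active means mean replicate inhibition of at least 70% and a set share of replicates each scoring 70 or more; inconclusive means meets just one of the two criteria; inactive means fails both criteria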;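 further: 0% = median of neutral control wells and 100% = median of positive control wells; values of inactives mirror those of a sister screen read the other way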
# MITF act: increases MITF-driven TRPM1 promoter luciferase signal | activation, % at 12.5 µM | SK-MEL-5 TRPM1-promoter luciferase, 24 h; % of positive control, neutral wells = 0 | 300,000 compounds, 0.75% hits;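 active means mean activation of at least 80% with every replicate also reaching 80%; inconclusive means mean reaches 80% but some replicate falls short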;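 further: 0% = neutral control wells and 100% = parthenolide positive control wells; values of inactives mirror those of a sister screen read the other way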
# CDK5 p35 inh: blocks human CDK5/p35 kinase activity. Q00535+Q15078. Recombinant CDK5/p35, ADP-Glo luminescence, 60 min. inhibition, % at 10 µM. 330,000 compounds, 0.01% hits. AID 488839;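 active means highest replicate inhibition of at least 50% and at least 75% of replicates reaching 50%; inconclusive means only one of the two criteria met; inactive means both criteria failed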;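 further: plate controls were DMSO neutral control for no effect and GW8510 at 10 µM for full effect; many of its hits are not listed in these tables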
# Wnt act: Wnt/beta-catenin pathway activation; Wnt/beta-catenin reporter cell assay, activator, plate reader; activation, % at 9.35 µM; 300,000 compounds, 1.2% hits; in the data active means activation above about 30%, passing the limit was not always enough; inconclusive means no clear call, values can overlap the other calls;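 further: 0% = neutral control wells and 100% = positive control wells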
# SR-BI DiI-HDL act: SR-BI HDL lipid transfer activation. 320,000 compounds, 0.096% hits. AID 504775. CHO ldlA[mSR-BI] cells, DiI-HDL uptake fluorescence, 3 h; 100 = double the neutral-control signal. activation, % at 12.5 µM;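 active means mean replicate activation of at least 60% and every replicate at or above 60%; inconclusive means mean or all-replicate condition met, but not both; inactive means mean below 60% and not all replicates reaching 60%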;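 further: 0% = median plate neutral-control signal and 100% = twice that signal; values of inactives mirror those of a sister screen read the other way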
#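 Assay system: CHO ldlA[mSR-BI] cells, LDL receptor-null, SR-BI overexpressing; medium: Ham's F12 with 0.5% BSA, HEPES 25 mM, pH 7.4; also added: DiI-HDL 10 µg/mL; timing: 3 h uptake period with compound, 37 °C; signal: DiI fluorescence, bottom read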
# PvdQ inh: blocks Pseudomonas aeruginosa PvdQ acylase activity. purified PvdQ acylase, fluorescence plate reader. inhibition, % at 10 µM. 340,000 compounds, 0.063% hits; in the data active means inhibition above about 30%, passing the limit was not always enough; inconclusive means no clear call, values can overlap the other calls;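 further: 0% = vehicle neutral wells and 100% = reference inhibitor wells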
# Active calls of the source: *; ? = inconclusive; nt = not tested or not shown.
smiles,dFosB activator,Rtt109 Vps75,HTR5A ag,cardiac RTF act,SR-BI HDL uptake,MITF act,CDK5 p35 inh,Wnt act,SR-BI DiI-HDL act,PvdQ inh
CC(C)CCN1C(=O)c2ccc(C(=O)Nc3ccc(Br)cc3C(=O)O)cc2C1=O,1,1,-1,-3,-1,-2,0.4,0,1,7
O=C(c1cccc2ccccc12)N1CCN(c2ccccc2F)CC1,-9,-8,4,1,0,-7,-2.0,-1,0,-6
CCOc1ccccc1N(CC(=O)NCCSc1ccccc1)S(C)(=O)=O,5,4,-4,10,-21,-4,-1.2,-2,21,-3
Cc1ccccc1-c1nn2c(-c3ccccc3)nnc2s1,0,-2,14,2,6,6,0.2,5,-6,10
S=C(NCc1cccs1)Nc1cccc2ccccc12,-10,0,-1,2,-13,0,-3.3,3,13,0
CCc1cc(=O)oc2cc(OCC(=O)NCCCn3ccnc3)ccc12,0,1,-3,-4,-11,7,1.6,1,11,7
CC(=O)N1c2ccc(S(=O)(=O)N3CCC(C(=O)Nc4cc(C)cc(C)c4)CC3)cc2CC1C (stereo unspecified),-13,3,3,-5,5,-18,-3.6,-2,-5,-10
Cc1ccc(NC(=O)c2cc(N3C(=O)C4CCCCC4C3=O)ccc2N2CCOCC2)cc1 (stereo unspecified),-4,5,7,-2,9,5,2.4,-2,-9,-5
CC(=O)Nc1ccc(NC(=O)CSc2nccn2Cc2ccco2)cc1,-8,-1,5,0,-25,13,-0.3,5,25,-4
O=C(O)c1ccccc1-c1nc2ccccc2n1-c1ccccc1,2,10,1,8,-42,-10,-1.9,nt,42,-1
CC(C)(C)OC(=O)C[C@H]1C/C=C\C[C@@H](CC(=O)NCCO)C(=O)N[C@H](Cc2ccccc2)COC1=O,-6,6,0,0,-1,12,1.6,1,1,-12
CCC(=O)N1CCc2cc(S(=O)(=O)NC(C(=O)NCc3ccc(C)cc3)C(C)C)ccc21 (stereo unspecified),-3,-2,4,-5,13,-9,1.2,nt,-13,2
Cc1ccc(CNC(=O)c2cc3c(s2)CN(Cc2ccccc2)C3)cc1,-5,2,0,-1,-1,6,0.8,-1,1,10
CCN(CC)S(=O)(=O)c1ccc(N2CCCCC2)c(NC(=O)c2ccncc2)c1,-8,8,1,-2,-7,-6,-2.5,-2,7,-9
COc1ccc(OC)c2nc(-c3ccc4c(c3)OCO4)ccc12,-17,2,-2,-3,49,46,0.2,48*,-49,-8
COc1ccc(NC(=O)O/N=C/c2ccncc2)cc1,-3,nt,-2,4,-21,2,0.7,4,21,2
Cc1ccc(S(=O)(=O)N/N=C/c2cn(C)nc2C)cc1,-6,5,3,-3,-11,-6,-1.0,nt,11,-1
Cc1ccc(C(=O)OC2CCOC2=O)cc1NC(=O)c1ccco1 (stereo unspecified),-4,3,-1,-7,-4,-4,-0.7,nt,4,-3
Cc1cccc(OCCOC(=O)C2CCN(S(=O)(=O)c3ccc(C)c(C)c3)CC2)c1,-11,11,6,0,-6,6,0.2,-4,6,8
Cc1cc(=O)oc2cc(OCC(=O)Nc3nnc(C4CC4)s3)ccc12,-15,-9,4,5,1,15,-2.1,-1,-1,-6

# Next results
smiles,dFosB activator,Rtt109 Vps75,HTR5A ag,cardiac RTF act,SR-BI HDL uptake,MITF act,CDK5 p35 inh,Wnt act,SR-BI DiI-HDL act,PvdQ inh
CC(C)CC(c1nnnn1C1CCCCC1)N1CCN(C(=O)c2ccco2)CC1 (stereo unspecified),-6,4,13,-7,-16,11,-0.4,-3,16,7
CCN(CC)C(=O)CSc1nc2ccccc2c(=O)n1CCC(=O)NCc1ccc(F)cc1,14,2,0,4,9,nt,1.2,-7,-9,-11
NS(=O)(=O)c1ccc(NC(=S)NC2CCCC2)cc1,-2,3,4,1,-16,-14,-1.1,-1,16,-6
COc1cccc(NS(=O)(=O)c2ccc(S(=O)(=O)N3CCCC3)cc2)c1,-4,3,2,0,3,8,-3.8,-6,-3,-2
CCN(CC)CCN(C(=O)c1ccc([N+](=O)[O-])cc1)c1nc2ccc(OC)cc2s1,-3,4,1,-1,6,10,-4.2,-2,-6,-21
CC(C)c1csc(CN2CCN(Cc3ccccc3)C(CCO)C2)n1 (stereo unspecified),-3,13,-6,-4,-22,-19,0.8,-1,22,-6
CCOC(=O)Cn1nc(-c2ccc(Cl)cc2)ccc1=O,-7,-11,0,0,-13,16,-1.5,nt,13,-10
O=C(CCN1C(=O)c2ccc([N+](=O)[O-])cc2C1=O)Nc1cccc(O)c1,-1,0,-1,-3,-12,0,1.3,nt,12,-12
O=C(O)C1CCCCC1C(=O)OCCCCOC(=O)C1CCCCC1C(=O)O (stereo unspecified),-2,-11,2,2,-8,nt,-1.3,-4,8,-11
COCCN(C(=O)Cn1c(C(F)(F)F)nc2ccccc21)c1c(N)n(Cc2ccccc2)c(=O)[nH]c1=O,-2,-2,nt,-3,1,5,-1.9,3,-1,-16
COc1cccc(NC(=O)COC(=O)c2c3c(nc4ccccc24)CCC(C)C3)c1 (stereo unspecified),-22,2,1,-3,65,-1,0.7,nt,-65,-7
O=C(Cn1nnc(-c2ccccc2)n1)N/N=C/c1ccco1,3,-9,2,6,2,1,-3.7,0,-2,-11
Cc1ccc(NC(=O)Cn2ncn3c(cc4ccccc43)c2=O)cc1F,-6,4,-1,-4,17,-10,-0.8,-3,-17,4
CC(C)Cc1ccc(CN2CCC(n3nccc3NC(=O)C3CCCC3)CC2)cc1,-4,20,7,7,18,0,-2.2,-5,-18,-16
Cc1ccc2oc(=O)ccc2c1,1,-3,5,-4,0,16,-0.4,-6,0,-15
COc1ccc(Cn2ccnc2SCC(=O)Nc2ccccc2)cc1,-9,1,-4,2,-9,1,4.6,4,9,-7
COc1cc(C(C(=O)NC2CCCCC2)N(C(=O)Cc2c[nH]c3ccccc23)c2ccc(C)cc2)cc(OC)c1OC (stereo unspecified),-26,-22,0,-1,-19,-14,-2.1,-2,19,-11
O=C1CN(C(=O)c2ccc3nc(Cc4cccc(Cl)c4)oc3c2)CCN1,-1,1,1,-3,-9,-1,-0.2,1,9,-11
COc1ccc(C(C)C)cc1S(=O)(=O)N1CC(C)OC(C)C1 (stereo unspecified),-6,0,1,-5,-38,0,1.3,0,38,-10
Cc1ccc(OCC(=O)NNC(=O)C(C)Sc2ncnc3sc(C)c(C)c23)cc1 (stereo unspecified),-9,-2,-3,1,-15,nt,-2.1,-2,15,-20

# Other entries
smiles,dFosB activator,Rtt109 Vps75,HTR5A ag,cardiac RTF act,SR-BI HDL uptake,MITF act,CDK5 p35 inh,Wnt act,SR-BI DiI-HDL act,PvdQ inh
O=C(O)c1ccccc1SC1CC(=O)N(c2cccc3ccccc23)C1=O (stereo unspecified),5,31,2,-3,-17,5,1.2,-2,17,4
O=S1(=O)CCOC[C@H](Cc2ccccc2)N1Cc1cccc(F)c1,-2,-2,6,-2,-10,16,-3.0,-2,10,-7
Cc1nc(NC(C)c2ccccc2)c2oc3ccccc3c2n1 (stereo unspecified),-23,5,2,3,-2,-22,0.6,nt,2,-12
O=c1[nH]c2ccc(NC(=S)Nc3ccccc3)cc2[nH]1,2,6,0,2,5,-6,-5.8,-1,-5,-13
CSCC[C@H](NC(=O)c1cccc(S(=O)(=O)N2CCCCC2)c1)c1nc2ccccc2[nH]1,8,-1,2,1,8,-3,0.7,-1,-8,-11
Cc1cc(C)cc(C(=O)NCC(=O)OCC(=O)N2CCN(S(=O)(=O)c3ccc4ccccc4c3)CC2)c1,6,7,5,4,9,-14,-0.6,-5,-9,4
Cc1cc(CNC(=O)Cn2nc(C)c([N+](=O)[O-])c2C)c2ccccc2n1,-8,0,2,3,-6,5,-0.2,-17,6,-8
CCN1C(=O)c2ccccc2Sc2ccc(C(=O)NCCCN(CC(C)C)CC(C)C)cc21,-21,1,0,-2,-7,-9,-0.8,0,7,-15
COc1ccccc1N1CCN(C(=O)Cn2cnc3c2c(=O)n(C)c(=O)n3C)CC1,5,22,nt,2,-7,-10,0.4,0,7,3
COc1ccc(C2=Nn3c(nnc3-c3ccccc3OC)SC2)cc1OC1CCOC1 (stereo unspecified),-18,7,4,3,-4,-60,-2.7,-6,-2,10
CC(=O)NC(Cc1ccccc1C)C(=O)NC1CCN(C(=O)c2cccc(C)c2)CC1 (stereo unspecified),-7,15,-1,9,-3,nt,-8.8,0,3,-6
COc1ccc(CC(=O)N2N=C(C)CC2(O)c2cccnc2)cc1 (stereo unspecified),0,-3,0,0,-16,1,0.4,-3,16,-10
CCCc1cc(C(=O)Nc2sc3c(c2C(=O)OCC)CCCC3)no1,-3,-9,0,0,-28,-1,-1.7,1,28,-5
CCOc1ccccc1N1CCN(S(=O)(=O)CC)CC1,3,-15,-10,-1,3,0,0.0,-1,-3,2
CC(C)(C)OC(=O)CNC(=O)c1[nH]cnc1C(=O)Nc1ccc(CNC(=O)OC(C)(C)C)cc1,-13,9,12,-6,6,2,0.8,3,-6,13
CC[n+]1c(/C=C2/C=C(C)CC(C)C2)sc2ccccc21 (stereo unspecified),-1,-5,-1,0,0,-32,0.8,-1,0,-14
CCOC(=O)c1cnc2ccc(Br)cc2c1NCCO,-9,-5,3,4,-8,11,0.8,-1,8,-16
CCCCC(CC)CNC(=O)Cn1c(=O)[nH]c2ccsc2c1=O (stereo unspecified),-13,4,9,2,nt,-19,-1.7,-3,nt,-15
Cc1ccccc1-c1nnc(SCC(=O)Nc2ccc3c(c2)OCCO3)n1N,-2,7,0,-3,-6,nt,-2.2,nt,6,1
O=C(Nc1nccs1)c1ccc(-c2ccccc2Cl)o1,-24,-5,14,-16,30,47,0.8,?,-30,-1

# (listing goes on)
smiles,dFosB activator,Rtt109 Vps75,HTR5A ag,cardiac RTF act,SR-BI HDL uptake,MITF act,CDK5 p35 inh,Wnt act,SR-BI DiI-HDL act,PvdQ inh
C=CCN=C1N[C@@H](c2ccccc2)C(C(=O)OC)=C(C)N1CCOC,-7,-3,-1,3,-1,10,0.9,-1,1,1
O=C(CSc1nc2ccccc2c(=O)n1NC(=O)Cc1ccccc1)NCc1ccco1,-16,2,5,2,8,nt,0.1,nt,-8,-9
COc1ccc(/C=C(/CC(=O)Nc2ccc(C)cc2)c2nc3ccccc3s2)cc1,-8,5,-1,1,-5,5,0.9,1,5,-7
COCCNC(=O)C(=O)NNS(=O)(=O)c1ccc2ccccc2c1,-4,1,3,6,-13,5,0.0,1,13,-8
O=C(Nc1nnc(-c2ccccc2)o1)C1CCCN1S(=O)(=O)c1cccs1 (stereo unspecified),-6,-1,0,7,-36,2,-0.2,2,36,-7
Cc1ccc(NC(=O)C2CCN(S(=O)(=O)c3ccc4c(c3)NC(=O)C(C)S4)CC2)cc1C (stereo unspecified),0,13,-1,2,21,-10,2.1,-3,-21,-13
